Compound activity from PubChem.
ST2 IL33 inh: inhibitors of human ST2 (IL1RL1) binding to IL-33, primary screen, biochemical, AlphaLISA; Interleukin-1 receptor-like 1 (Homo sapiens), Q01638; AlphaLISA ST2-Fc/biotin-IL-33 interaction, 1 h; inhibition, % for hits at 17 µM; actives 2.3% (n = 78,000); AID 1259354, 2018; in the data active = inhibition above about 30%; inconclusive = mostly about 10% to 28%
Target sequence (Q01638 whole entry, looked up): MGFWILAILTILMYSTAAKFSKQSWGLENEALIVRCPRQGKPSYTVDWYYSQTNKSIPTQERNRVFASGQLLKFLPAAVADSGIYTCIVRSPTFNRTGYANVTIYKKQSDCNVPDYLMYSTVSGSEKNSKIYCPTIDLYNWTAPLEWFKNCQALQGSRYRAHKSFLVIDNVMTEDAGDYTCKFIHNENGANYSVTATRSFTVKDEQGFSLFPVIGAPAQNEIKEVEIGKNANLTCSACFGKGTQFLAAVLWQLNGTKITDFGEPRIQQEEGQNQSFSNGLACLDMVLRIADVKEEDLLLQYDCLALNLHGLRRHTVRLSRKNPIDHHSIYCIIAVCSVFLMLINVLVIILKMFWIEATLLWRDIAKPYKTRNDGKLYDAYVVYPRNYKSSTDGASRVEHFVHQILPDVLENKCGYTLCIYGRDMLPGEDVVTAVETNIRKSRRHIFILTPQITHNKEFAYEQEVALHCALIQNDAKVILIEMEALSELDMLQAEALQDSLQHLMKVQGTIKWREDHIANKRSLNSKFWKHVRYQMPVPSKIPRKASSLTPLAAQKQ
Starred values were filed as active, the others as inactive; i = inactive; ? = inconclusive. Some of the compounds tested (hit frequency here may not be typical).

The opening 5 records (preview)
SMILES | ST2 IL33 inh
CN1C[C@@H](NC(=O)Nc2ccccc2)C[C@H]1c1nc(-c2ccc(OC(F)(F)F)cc2)no1 | i
CC(C)(C)c1cc(C(=O)O)n[nH]1 | i
CC(C(=O)c1ccccc1)C1(O)C(=O)Nc2ccc(Br)cc21 (centres undefined) | ?
CC1OC(OCC2OC(OC3CCC4(C)C(CCC5(C)C4CC=C4C6CC(C)(C)CCC6(C(=O)OC6OC(CO)C(O)C(O)C6O)CCC45C)C3(C)CO)C(O)C(O)C2O)C(O)C(O)C1O (centres undefined) | i
O=C(Nc1ccccc1-c1ccccc1)c1ccccc1 | i

The listing, repeating the preview:
SMILES | ST2 IL33 inh
CN1C[C@@H](NC(=O)Nc2ccccc2)C[C@H]1c1nc(-c2ccc(OC(F)(F)F)cc2)no1 | i
CC(C)(C)c1cc(C(=O)O)n[nH]1 | i
CC(C(=O)c1ccccc1)C1(O)C(=O)Nc2ccc(Br)cc21 (centres undefined) | ?
CC1OC(OCC2OC(OC3CCC4(C)C(CCC5(C)C4CC=C4C6CC(C)(C)CCC6(C(=O)OC6OC(CO)C(O)C(O)C6O)CCC45C)C3(C)CO)C(O)C(O)C2O)C(O)C(O)C1O (centres undefined) | i
O=C(Nc1ccccc1-c1ccccc1)c1ccccc1 | i
c1ccc(C2CCCN2Cc2cnc(N3CCCC3)nc2)nc1 (centres undefined) | ?
CCN1C(=O)CC(CC(=O)N2CCN(c3cnccn3)CC2)(c2cccc(C(F)(F)F)c2)C1=O (centres undefined) | ?
COc1cc2c(cc1OC)C(C(=O)Nc1ccc(F)cc1F)C(c1cccs1)N(C)C2=O (centres undefined) | i
FC(F)(F)c1cc(-c2ccccc2)nc(-n2cncn2)n1 | i
O=C1ON=C(c2ccccc2)/C1=C\c1ccc(C(=O)O)cc1 | i
O=C(CC1Sc2ccc(C(F)(F)F)cc2NC1=O)NCc1ccccc1 (centres undefined) | ?
CCCOc1ccccc1/C=C1\N=C(c2ccccc2)OC1=O | ?
Cc1nnc(N2C(=O)C(=O)C(=C(O)c3ccc(F)cc3)C2c2ccc(Cl)c(Cl)c2)s1 (centres undefined) | i
CC(C)c1nnc2sc(C3CCCN(C4CCCC4)C3)nn12 (centres undefined) | i
COc1ccc2nc3sc(C(=O)Nc4ccc(OC)c(Cl)c4)cc3cc2c1 | ?
CCOc1ccc(N2C(=O)Nc3ccccc3C2(O)C(=O)NCCN(C)C)cc1 (centres undefined) | i
O=C(Cn1c(=O)n(-c2ccc(F)cc2)c(=O)c2sccc21)NCc1ccco1 | i
CN(C)c1ccc(-c2nc3n(c(=O)c2C#N)CCS3)cc1 | i
Cc1ccc(-c2csc(NC3OC(=O)c4ccccc43)n2)c(C)c1 (centres undefined) | ?
Cc1cccc(NC(=O)CNCC2(c3ccccc3)CCOCC2)c1C | ?
OCC#Cc1csc(CN2CCN(c3nccc4ccccc34)CC2)c1 | ?
COc1ccc(S(=O)(=O)Nc2c(C)n(C)n(-c3ccccc3)c2=O)cc1[N+](=O)[O-] | i
CCOC(=O)c1[nH]c2ccc(F)cc2c1NC(=O)CNc1nncs1 | i
COc1ccc(C2CC(=O)C3=C(C2)Nc2ccccc2NC3c2ccc(C)s2)cc1 (centres undefined) | 30%*
O=C(NCc1cccs1)c1ccc2c(c1)N(Cc1ccccc1)C(=O)CS2 | ?
CCCCNC(=O)CCCn1c(=O)[nH]c2ccc(Br)cc2c1=O | i
N#CC1(C#N)C2CCCCC23OC(=N)C1(C#N)C(c1cccc(F)c1)O3 (centres undefined) | ?
O=[N+]([O-])c1cccc(N=Cc2ccc(Br)c([N+](=O)[O-])c2)c1 | i
Cc1ccnc(CC(C)N(C)C(=O)c2cccnc2C)c1 (centres undefined) | i
O=C(COc1ccccc1)n1c2ccccc2c2ccccc21 | ?
O=C(NCc1ccc(F)cc1)c1cc2c(s1)CN(C1CCCCCC1)C2 | i
CCCc1cc(C(=O)Nc2sc(C)c(CC)c2C#N)no1 | i
O=C(O)c1cccc(N=Cc2cccc([N+](=O)[O-])c2O)c1 | i
O=C(c1ccc(-c2cccc3c2OCC3)nc1)N1CCCN(c2ncccn2)CC1 | i
CN1C[C@@H](NC(=O)c2ccc(C#N)cc2)C[C@H]1c1nc(-c2ccc(OC(F)(F)F)cc2)no1 | ?
COc1ccc(OCc2nc(C#N)c(NCc3ccc(F)cc3)o2)cc1 | ?
Cc1ccc(S(=O)(=O)Nc2ccc(NC(=O)c3ccc(F)cc3)cc2)cc1 | i
CC(C)C(C)N(Cc1ccco1)C(=O)CC1CCOCC1 (centres undefined) | ?
Cc1ccc(-c2nc3ccccc3o2)cc1NC(=O)c1ccccc1 | i
O=C(Nc1sc2c(c1C(=O)NCC1CCCO1)CCCC2)c1ccco1 (centres undefined) | ?
O=C(c1ccc(-c2cccc3ccnn23)nc1)N1CCCCC1CCn1cccn1 (centres undefined) | i
CCCc1cnc(C)nc1N1CCC2(CCC(=O)N(C)CC2)CC1 | ?
CN1C=CC=C/C1=C\C=C1\C=Nc2ccccc21 | i
CC(C)NC(=O)[C@@H](C)[C@@H]1CC[C@@]2(C)CC[C@H](NC(=O)c3cncnc3)[C@@H](C)[C@@H]2[C@H]1O | i
COc1cc2c(cc1OC)CN(C1CCCN(Cc3csc(C(C)=O)c3)C1)CC2 (centres undefined) | i

Of the compounds above, these have a COOH group.
SMILES | ST2 IL33 inh
CC(C)(C)c1cc(C(=O)O)n[nH]1 | i
O=C1ON=C(c2ccccc2)/C1=C\c1ccc(C(=O)O)cc1 | i
O=C(O)c1cccc(N=Cc2cccc([N+](=O)[O-])c2O)c1 | i

The list goes on:
SMILES | ST2 IL33 inh
Cc1cc(C)c(C(=O)c2ccc(C(=O)N(C)C)cc2)c(C)c1 | i
CCn1c(C(=O)O)c(CC(=O)Nc2ccc(F)cc2F)c2ccccc21 | i
O=C1NCC2(CCCN(C(=O)c3cc(-c4ccccc4)on3)CC2)O1 (centres undefined) | i
COC(=O)c1c(NC(=O)c2cc([N+](=O)[O-])nn2Cc2ccccc2)sc2c1CCCC2 | i
c1ccc(C2CN3CCSC3=N2)cc1 (centres undefined) | i
NS(=O)(=O)c1ccc(CNC(=O)c2ccc(Cl)cc2[N+](=O)[O-])cc1 | i
CC1CCN(c2ccc(C(=O)O)cc2[N+](=O)[O-])CC1 | i
COc1ccc(NC(=O)Nc2nnc(-c3ccccc3F)s2)cc1 | ?
Cc1nc(C(=O)O)cc2c1[nH]c1ccccc12 | ?
COc1ccccc1NC(=O)Nc1nnc(-c2ccc(C)c(C)c2)s1 | i
Cc1[nH]c2ccccc2c1CCNC(=O)Cn1cnc([N+](=O)[O-])n1 | i
CCCC(C)c1nnc(NC(=O)c2cc(C)[nH]c(=O)c2)s1 (centres undefined) | i
COc1ccc(CC(=O)NCC2CCCN(C(=O)c3cn4c(C)cccc4n3)C2)cc1 (centres undefined) | i
Cc1ccccc1OCC(O)Cn1c(SCC(O)CO)nc2c1c(=O)[nH]c(=O)n2C (centres undefined) | i
Cc1ccc(-c2nnc(-c3nc(NCCN4CCOCC4)c4ccccc4n3)o2)cc1 | i
Cc1cc(C)c(-c2nc(C(N)=O)c3c(n2)n(-c2ccc(C)c(C)c2)c(=O)n3Cc2ccccc2)c(C)c1 | i
COc1ccc(C)cc1NS(=O)(=O)c1cc(Br)cc2c1N(C(C)=O)C(C)C2 (centres undefined) | i
O=C(CCSc1ccc2c(c1)OCCO2)NCCc1nccs1 | i
CC1CCCCN1C(=O)c1cc(-c2ccccc2)nc2ccccc12 (centres undefined) | i
CCc1nc(CNC(=O)CCn2c(C)cc3ccccc32)cs1 | ?
O=C1CC(CCC(=O)NC2CC2)c2ccccc2N1 (centres undefined) | i
COc1cc2c(cc1OC)C(c1cc3c(cc1[N+](=O)[O-])OCO3)N(C(C)=O)CC2 (centres undefined) | ?
CCc1cc(N(C)CCCO)nc(N2CCCC2)n1 | ?
O=C(COc1ccc2c(c1)C(=O)CC1(CCCCC1)O2)NCc1ccccn1 | ?
COc1ccc(C2=NN(CC(=O)N3CCCC3)C(=O)CC2)cc1 | i
C=C(C)CSc1nc(C)c(CC(=O)O)c(=O)[nH]1 | i
O=C(CC1NC(=O)c2ccccc21)NCc1cccnc1-n1ccnc1 (centres undefined) | ?
CCOc1ccc(C(=O)Nc2cccc(C)c2C)cc1[N+](=O)[O-] | i
COc1nc2c(cc1CNC(=O)CCc1cccnc1)C(=O)N(C1CCCC1)C2 | i
CCOc1ccc(/C=C2\N=C(c3cc([N+](=O)[O-])cc([N+](=O)[O-])c3)OC2=O)cc1 | 40%*
COc1ccc(OC)c(CN2C(=O)CCC2(C)C(=O)NCCc2ccc(OC)c(OC)c2)c1 (centres undefined) | i
CCOC(=O)c1oc2ccccc2c1NC(=O)CN1CCN(C)CC1 | i
CSc1ccc(C(=O)O)s1 | i
CCOC(=O)C1=C(C)NC(C)=C(C(=O)OC)C1c1cccc(Cl)c1Cl (centres undefined) | ?
O=C1Cc2ccccc2N1c1ccccc1 | i
Cc1ccc2c(c1)C(C)(c1ccccc1)CC(C)(C)N2C(=O)CSc1nncn1C (centres undefined) | i
Cn1cc(C(=O)N2CCN(c3ccccc3)CC2)c2c3ccccc3n(C)c2c1=O | i
O=C(CSc1nc2ccc([N+](=O)[O-])cc2[nH]1)Nc1ccc(F)c(F)c1 | ?
COc1ccc2c(=O)c(Oc3cc(C)ccc3C)coc2c1 | i
Cc1ccc2nc(-c3ccc(C)o3)c(Nc3ccc4c(c3)OCCO4)n2c1 | i
COc1ccc(NC(=O)c2ccc(=O)n(Cc3ccc(F)cc3)c2)c(OC)c1 | i
C=CCNC(=O)c1cnn2c1NC(c1cccs1)CC2C(F)(F)F (centres undefined) | i
CC(C)NC(=O)c1ccccc1NS(=O)(=O)c1ccc2c(c1)OCCO2 | ?
O=C(CCc1ccccc1)Nc1nnc(SCc2nc3ccccc3[nH]2)s1 | ?
CCCCOC(=O)C1=C(C)Nc2ncnn2C1c1cccc(OC)c1 (centres undefined) | i

Part of the list above, field by field:
Compound: Cc1ccc2c(c1)C(C)(c1ccccc1)CC(C)(C)N2C(=O)CSc1nncn1C (centres undefined)
  ST2 IL33 inh: i
Compound: O=C1Cc2ccccc2N1c1ccccc1
  ST2 IL33 inh: i
Compound: CCOC(=O)C1=C(C)NC(C)=C(C(=O)OC)C1c1cccc(Cl)c1Cl (centres undefined)
  ST2 IL33 inh: ?

(more compounds)
SMILES | ST2 IL33 inh
Cc1ccc(C#N)c(SCC(N)=O)n1 | i
Cn1c(CC2CCNCC2)nnc1SCCOc1ccc(Cl)cc1 | i
CN(C(=O)c1ccc2ncsc2c1)C1CCCc2ccccc21 (centres undefined) | ?
CCN1CCc2c(sc(NC(=O)c3ccc(Cl)s3)c2C(=O)OC)C1 | ?
COc1ccc(OCCOc2cccc(C=O)c2)cc1 | i
Cc1ccc(CCN2CC(C(=O)NC(C)C)CC2=O)cc1 (centres undefined) | i
CC(C)Cn1cc(C(=O)NC2CCCC(C)C2C)c2c3ccccc3n(C)c2c1=O (centres undefined) | ?
O=C(NC1CCCc2ccccc21)C(NS(=O)(=O)c1cccs1)c1ccccc1 (centres undefined) | i
CC(=O)c1ccc(N2CCN(C(=O)c3cc(C)nc4c(C)cccc34)CC2)cc1 | ?
CN(C)C1CCN(C(=O)c2cn(Cc3c(F)cccc3F)nn2)C1 (centres undefined) | ?
O=c1c2sccc2n(Cc2ccccc2)c(=O)n1-c1ccc(F)cc1F | ?
O=C(Cn1ccc2ccccc2c1=O)NCC(=O)N1CCN(c2cccc(Cl)c2)CC1 | i
O=C(NCc1cccnc1)c1cccc(OC2CCN(C(=O)C3CC=CCC3)CC2)c1 (centres undefined) | ?
CCC1=NOC(CNC(=O)CCc2scnc2C)C1 (centres undefined) | ?
Cc1nnc(-c2cccc(NC(=O)C3CCN(C(=O)C4CCCCO4)CC3)c2)s1 (centres undefined) | i
CCOc1cc(C2Nc3ccccc3NC3=C2C(=O)CC(c2ccccc2)C3)cc(Cl)c1O (centres undefined) | i
CCN(Cc1nc(C)no1)C(=O)c1cc(-c2ccccc2Cl)oc1C | i
CC1(C)C(C=C(Cl)Cl)C1C(=O)Nc1sc2c(c1C(N)=O)CCCC2 (centres undefined) | ?
Cc1ccc(C)c2c(N)c3c(nc12)CCCCC3 | i
CCC(=O)N1CCc2cc(S(=O)(=O)NC(C(=O)NC(C)c3ccccc3)C(C)C)ccc21 (centres undefined) | i
O=C(Nc1ccc(-n2cccn2)cc1)C1CCCCN1Cc1cc2ccccc2[nH]1 (centres undefined) | i
Cc1ccc(CSC2=NCCN2C(=O)Cc2ccccc2)cc1 | i
CC(C)c1cc(C2CCN(C(=O)CCn3cnnn3)CC2)[nH]n1 | ?
COc1c(O)cc(O)c2c(=O)cc(-c3ccccc3)oc12 | i
COc1ccc(C2CC(=O)C3=C(C2)Nc2ccccc2NC3c2cccc(F)c2)cc1OC (centres undefined) | ?
COc1cc(C2Oc3nc(SC)nnc3-c3ccccc3N2C(C)=O)cc(OC)c1OC (centres undefined) | i
COc1ccccc1Nc1ncnc2ccccc12 | i
Nc1ncnc2c1nc(Br)n2CC(O)CO (centres undefined) | i
O=C(NCCCN1CCN(c2cccc(Cl)c2)CC1)c1ccc2nc3ccccc3c(=O)n2c1 | i
Cc1ccc(NC(=O)CN2N=NC3C(=O)N(c4ccc(F)cc4F)C(=O)C32)cc1 (centres undefined) | i
O=C(NCC1CCCN(Cc2ccn[nH]2)C1)C1(c2ccc(Cl)cc2)CC1 (centres undefined) | i
CC(C)C[C@H](NC(=O)[C@H](O)[C@H](N)Cc1ccccc1)C(=O)O | i
COc1ccc(S(=O)(=O)NCCSCc2ccco2)cc1 | i
CCOc1ccc(CCCC(=O)N2CC[C@H](NC(C)=O)C2)cc1C | ?
Cc1cc(C)n2c(-c3ccccc3C)nnc2n1 | i
